hcGAS inh = inhibitors of human cGAS | recombinant h-cGAS, ATP depletion, Kinase-Glo luminescence | inhibition, % at 12.5 µM | 290,000 tested, 0.081% active | AID 1259398;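 note: 0% = vehicle reaction and 100% = reaction without DNA for no activity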
Target sequence (Q8N884 whole entry, looked up): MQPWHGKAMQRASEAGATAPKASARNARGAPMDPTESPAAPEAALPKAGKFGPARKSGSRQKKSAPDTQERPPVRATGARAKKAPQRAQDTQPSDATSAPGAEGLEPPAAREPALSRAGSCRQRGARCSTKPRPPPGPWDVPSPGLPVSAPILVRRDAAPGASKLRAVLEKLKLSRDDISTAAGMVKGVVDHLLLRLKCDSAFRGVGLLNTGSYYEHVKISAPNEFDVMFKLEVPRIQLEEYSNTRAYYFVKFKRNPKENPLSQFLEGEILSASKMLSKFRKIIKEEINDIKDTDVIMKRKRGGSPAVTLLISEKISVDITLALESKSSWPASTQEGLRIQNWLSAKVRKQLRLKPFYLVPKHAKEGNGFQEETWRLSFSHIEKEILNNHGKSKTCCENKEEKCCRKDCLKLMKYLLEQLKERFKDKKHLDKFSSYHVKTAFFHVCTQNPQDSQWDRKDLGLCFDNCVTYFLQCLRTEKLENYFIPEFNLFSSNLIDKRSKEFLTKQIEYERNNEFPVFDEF
NPYLR7 ag = mosquito NPYLR7 agonism; HEK293T NPYLR7/Galpha15, GCaMP6s calcium fluorescence; AID 1259423; activation, % at 10 µM; 270,000 tested, 0.15% active; in the data active = activation above about 40%;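 note: 0% = vehicle and 100% = reference agonist at the receptor; some compounds past the cut are filed as inactive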
mcGAS inh = inhibitors of mouse cGAS; Q8C6L5; recombinant cGAS, Kinase-Glo ATP depletion luminescence; inhibition, % at 12.5 µM; 160,000 tested, 0.15% active; AID 1259399;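 note: 0% = negative control wells and 100% = reference inhibitor with no enzyme activity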
Numbers without * were called inactive; / = no result given. Cut-off read from the data, not from the text of the source, unless noted: active = inhibition above about 40%; inactive = the rest.

Under each structure – hcGAS inh | NPYLR7 ag | mcGAS inh
Cc1ccc(-n2nnnc2CNC(=O)C2c3ccccc3Oc3ccccc32)cc1
 : -2 | 12 | -8
CCc1cc(=O)[nH]c(CSc2nnc(NC3CCCCC3)s2)n1
 : -8 | 4 | -15
O=C(CCC1CCN(C(=O)c2cccc(Cl)c2F)CC1)Nc1ccccc1
 : 6 | 7 | /
O=S1(=O)CCC(N2CCN(CCS(=O)(=O)c3ccc(Cl)cc3)CC2)C1 (stereo not drawn)
 : -7 | 5 | /
CC(c1nc(C2CC2)no1)N1CCN(CCCS(N)(=O)=O)CC1 (stereo not drawn)
 : -10 | 1 | /
CN(C)c1nc2nonc2nc1N1CCCC(c2nc3ccccc3[nH]2)C1 (stereo not drawn)
 : -5 | 2 | /
CC(=O)CC(=S)Nc1ccc(Cl)cc1
 : -4 | 4 | /
Cc1cc([N+](=O)[O-])nn1CC(=O)Nc1cccc(F)c1C#N
 : -2 | -2 | -4
O=C1CN(CCc2cccs2)C2CS(=O)(=O)CC2N1c1ccc(Cl)cc1 (stereo not drawn)
 : -5 | 5 | /
O=C(c1cccnc1)N1CCN(C(=O)c2ccco2)CC1
 : -4 | 3 | -6
Cc1c(-c2ccc(F)cc2)[nH]c2ccc(CNC(=O)c3ccn[nH]3)cc12
 : -4 | / | -14
C=CCSc1nnc2c3ccccc3n(C)c2n1
 : -11 | -3 | -3
CNc1nnc(Sc2nc(C)cc(C)c2C#N)s1
 : -16 | 11 | /
C=C(C)Cn1c(C(=O)N2CCN(C(=O)C(Cl)c3ccccc3)C(C)C2)cc2ccoc21 (stereo not drawn)
 : -11 | 21 | -5
Cc1n[nH]c(C)c1CCC(=O)N1CCc2c(nc(-c3ccccc3)[nH]c2=O)C1
 : -6 | 4 | /
O=C(NCC(=O)N1CCN(CC(=O)N2CCOCC2)CC1)c1sc2ccccc2c1Cl
 : -8 | 9 | -6
CN(C)c1cccc(C(=O)OCc2nc(-c3ccsc3)no2)c1
 : -4 | 17 | /
Cc1ccn(-c2ccc(Nc3ccc(NS(=O)(=O)c4ccccc4)cc3)nn2)n1
 : 0 | -4 | 0
O=c1cc(CSc2nc3ccccc3c3nc4ccccc4n23)nc2ccc(Cl)cn12
 : -6 | 5 | /
COc1cccc(C2c3[nH]c4ccccc4c3CCN2C(=O)CC2CCCC2)c1OC (stereo not drawn)
 : -4 | 3 | /
CC=CCn1c(SCc2ccc(F)cc2)nc2c1c(=O)[nH]c(=O)n2C
 : -3 | 4 | /
O=C(O)c1ccc(OC(F)F)c(OCC2CC2)c1
 : -4 | -3 | /
CCc1ccc(Nc2c(C(=O)N3CCOCC3)cnc3ccccc23)cc1
 : -1 | -2 | -7
O=C1NCC(=O)N2CCN(C3CCN(Cc4ccco4)CC3)CC12 (stereo not drawn)
 : 3 | 2 | -16
COC(=O)c1ccc(-c2noc(CN(C)Cc3csc(-c4cccs4)n3)n2)cc1
 : -6 | 20 | /
COc1cc(/C=C2\NC(=S)NC2=O)c([N+](=O)[O-])cc1OC
 : 7 | -4 | -6
Cc1nnc(-c2cccc(-c3cc(NCc4ccccn4)nc4[nH]ccc34)c2)o1
 : -5 | -1 | /
Cc1nc(C2CCCN(C)C2)cc(N2CCC(OCc3cccnc3)CC2)n1 (stereo not drawn)
 : -3 | 6 | /
O=C(NC1CCc2ccccc21)C1CC(CCc2ccccc2)=NO1 (stereo not drawn)
 : -5 | -1 | -10
O=C(NN1CCOCC1)c1ccc(-c2ccccc2)cc1
 : -1 | -7 | -5

Compound profiles, as listed above. Order of screens: hcGAS inh, NPYLR7 ag, mcGAS inh
Profile of CCc1cc(=O)[nH]c(CSc2nnc(NC3CCCCC3)s2)n1 = -8, 4, -15
Profile of O=C(CCC1CCN(C(=O)c2cccc(Cl)c2F)CC1)Nc1ccccc1 = 6, 7, /
Profile of O=C(O)c1ccc(OC(F)F)c(OCC2CC2)c1 = -4, -3, /
Profile of Cc1n[nH]c(C)c1CCC(=O)N1CCc2c(nc(-c3ccccc3)[nH]c2=O)C1 = -6, 4, /
Profile of O=C(NN1CCOCC1)c1ccc(-c2ccccc2)cc1 = -1, -7, -5

(continued)
Under each structure – hcGAS inh | NPYLR7 ag | mcGAS inh
O=C1/C(=C/c2ccc(Cl)cc2)C=C(c2ccccc2)N1c1ccc(F)cc1
 : -2 | 3 | -2
COc1cccc2c(SCc3ccccn3)nccc12
 : -3 | 1 | /
CC(C)(C)Nc1ccc(C(=O)O)cc1S(=O)(=O)NC(C)(C)C
 : -4 | 5 | /
CCCCC1=NN2C(=N)/C(=C/c3ccc(Br)cc3)C(=O)N=C2S1
 : -3 | 0 | /
CC1CN(C2CC(C)(C)NC(C)(C)C2)CCC1=O (stereo not drawn)
 : -5 | -2 | /
CCC(C(=O)Nc1ccc(Cn2ccnc2)cc1)c1ccccc1 (stereo not drawn)
 : 9 | 0 | 0
CCC(Sc1nnc(-c2ccco2)n1CC)C(=O)Nc1ccccc1 (stereo not drawn)
 : -4 | -5 | /
N#Cc1ccsc1NC(=O)C1COc2ccccc2C1 (stereo not drawn)
 : -3 | -5 | /
O=C(CSc1ncn[nH]1)Nc1ccc(F)cc1[N+](=O)[O-]
 : -6 | 2 | -5
COc1cccc(-c2nc3ccccn3c2NC(=O)COCc2ccccc2)c1
 : 1 | 27 | 0
COc1ccc(CCOC(=O)[C@@H]2CCCN2C(=O)C(C)(C)Oc2ccc(C(N)=O)cc2)cc1OC
 : -1 | 21 | 1
COc1ccc(NC(=O)c2ccc(-n3nc(-c4cccc(Cl)c4)cc3N)cc2)cn1
 : 0 | -3 | -3
C=C1CCc2occ(C)c2[C@H]2[C@H]1[C@@]13O[C@@]1(C[C@@H](C)[C@H]3OC(C)=O)[C@H]1O[C@@]21C
 : -6 | -8 | -6
Cc1cc(NC(=O)c2ccccc2Br)n(-c2ccccc2F)n1
 : -4 | -1 | /
CCN(CC1CCCO1)C(=O)/C=C/c1ccc(C(=O)NC2CC2)cc1 (stereo not drawn)
 : -6 | 5 | /
CCc1cc2c(SCc3nc4sc5c(c4c(=O)[nH]3)CCC(C)C5)ncnc2s1 (stereo not drawn)
 : -6 | 11 | /
CC1=NC2=C(C(=O)CC(c3ccccc3)C2)C(c2ccc(F)cc2)C1C(=O)OCc1ccccc1 (stereo not drawn)
 : -2 | 9 | -4
CN(Cc1ccc(F)cc1)CN1C(=O)NC(C)(c2ccc(Br)cc2)C1=O (stereo not drawn)
 : -6 | 17 | /
O=C(c1cccs1)N1CCN(c2nccc(-c3cccc(C(F)(F)F)c3)n2)CC1
 : -1 | 3 | -5
Cc1ccc(F)cc1C(=O)N1CCC(n2c(C)nc3cc(C(F)(F)F)ccc32)CC1
 : -4 | 5 | -6
Clc1nc(C(Cl)(Cl)Cl)nc2ccccc12
 : -4 | -7 | -3
CC(C)c1cc(N2CCCCC2C)nc(SCc2cccc(C(=O)NCCN(C)C)c2)n1 (stereo not drawn)
 : 7 | -6 | 0
CC(C)c1cc(C2CCN(C(=O)CS(C)(=O)=O)CC2)[nH]n1
 : -4 | 7 | /
COC(C)c1noc(CN2CCCN(CC(=O)N(C)c3ccccc3)CC2)n1 (stereo not drawn)
 : -1 | -1 | /
Cc1ccccc1C(=O)NNC(=O)c1cc2cc(Cl)ccc2oc1=O
 : -2 | -1 | -2
O=C(NCc1ccc(N2CCCCC2)cc1)c1ccc(-n2cccn2)nc1
 : 1 | -9 | /
CC(NC(=O)c1cccc(NCc2ccc(F)cc2)c1)c1ncn[nH]1 (stereo not drawn)
 : -4 | -8 | 2
COc1cc(C=C(C#N)C(=O)Nc2nccs2)cc(OC)c1
 : -3 | 2 | -4
CCOC(=O)C1=C(C)N=c2s/c(=C\c3ccc(-c4ccc(Br)cc4)o3)c(=O)n2C1c1ccccc1 (stereo not drawn)
 : -4 | 9 | -2
CN(Cc1ccoc1)c1ccc(-c2nccn2C)nn1
 : -5 | 10 | /
Cc1cc(N(C)CCc2ccc(F)cc2)nc(N)n1
 : -18 | 6 | /
CCc1cc(CN(C)C(=O)CN2CCOc3ccccc3C2)on1
 : -3 | / | -10
Cc1cccc(CN2CCC(CNC(=O)NC(C)(C)C)CC2)c1
 : 2 | 1 | /
COc1ccc(-n2nnc3c(N4CCN(C(=O)c5cccc(C(F)(F)F)c5)CC4)ncnc32)cc1
 : -1 | -14 | -6
Cc1nc(N2CCN(C)CC2)ncc1C(=O)N[C@@H]1CC[C@@H](N)C1
 : -9 | -3 | -12
O=C(c1cc(S(=O)(=O)Nc2ccccc2SC(F)F)c[nH]1)N1CCCC1
 : 7 | -7 | /
Cc1cccc(C2c3cccn3CCCN2Cc2cccc(Cl)c2)c1 (stereo not drawn)
 : -2 | 7 | -4
COc1ccc(S(=O)(=O)N(CC(=O)N(C)C)c2ccc(C)cc2)cc1OC
 : -3 | -3 | -9
O=C(c1n[nH]c2c1CCCC2)N1CCOCC1
 : -11 | 8 | -3
COc1cc(CNC(=O)c2ccc(-c3n[nH]c4c3CCCc3ccccc3-4)cc2)cc(OC)c1
 : 2 | / | -4
COc1ccc(C2SCC(=O)N2CCc2ccc(OC)c(OC)c2)cc1 (stereo not drawn)
 : -4 | -3 | -8
CCC(CC)n1ncc(C)c1NC(=O)C(=O)Nc1ccccc1Cl
 : -7 | 4 | -12
COc1cccc(C(=O)N2CCC(c3nc(-c4ccccc4Cl)no3)CC2)c1
 : -6 | 5 | -6
CCOC(=O)C1CCCN(C(=O)c2cccc(Nc3c(Oc4ccc(C)cc4)cnn(-c4ccc(F)cc4)c3=O)c2)C1 (stereo not drawn)
 : -2 | 9 | -4
CC1(C)C2CC[C@]3(C)C(C(=O)C=C4[C@@H]5C[C@@](C)(C(=O)O)CC[C@]5(C)CC[C@]43C)[C@@]2(C)CC[C@@H]1O (stereo partly drawn)
 : -2 | -11 | /
COc1ccc(N2C(=O)C3C4C=CC(C4)C3C2=O)cc1Cl (stereo not drawn)
 : -1 | -10 | -5
O=C(c1cc(Cl)ccc1[N+](=O)[O-])N(Cc1cccnc1)c1nc2c(F)cc(F)cc2s1
 : 7 | -21 | 2
CN1CC(=O)N2C[C@@H](NC(=O)c3ccc4ncsc4c3)C[C@H]2C1=O
 : -5 | 7 | /
Cn1c(=O)c2c(nc(Br)n2Cc2nnc(N)s2)n(C)c1=O
 : 0 | 6 | -3
CC(C)N1CCN(Cc2ccc(Sc3nncn3C)o2)CC1CCO (stereo not drawn)
 : -6 | -1 | /
O=C1NC2(CCCC2)N=C1c1ccc(Cl)cc1
 : -5 | 14 | /
COc1cccc2cc(C(=O)Nc3cccc(Cl)c3)c(=O)oc12
 : -3 | -3 | /
O=C1NCCCCC1Sc1nc2sc3c(c2c(=O)n1C1CCCC1)CCCC3 (stereo not drawn)
 : -8 | -3 | /
Cc1ccc2c(c1)c(N=Nc1nc(C)cc(C)n1)c(O)n2C
 : -5 | -6 | -5
CC1=C(C(N)=O)C(c2ccco2)C(C#N)C(SCC(=O)N2CCc3ccccc3C2)=N1 (stereo not drawn)
 : -2 | -1 | 2
O=C1CC(c2ccc(Cl)cc2)Cc2c1cnc1nc(N3CCCCC3)[nH]c(=O)c21 (stereo not drawn)
 : -5 | 4 | -8
Cc1nc2c(C(=O)N(Cc3nccn3C)C3CC3)cccc2[nH]1
 : -4 | 2 | 4
CN(Cc1ccc2c(c1)OCO2)C(=O)C1CCN(C2=NS(=O)(=O)c3ccccc32)CC1
 : -14 | 12 | -6
CC1=NNc2nc3c(c(=O)n(Cc4ccc(C)cc4)c(=O)n3C)n2C1C (stereo not drawn)
 : 3 | -8 | /
O=C1NCCc2ccc(S(=O)(=O)Oc3ccccc3C(F)(F)F)cc21
 : -9 | 13 | /

Four of the compounds above, as tab-separated lines:
smiles	hcGAS inh	NPYLR7 ag	mcGAS inh
Cn1c(=O)c2c(nc(Br)n2Cc2nnc(N)s2)n(C)c1=O	0	6	-3
COc1ccc(N2C(=O)C3C4C=CC(C4)C3C2=O)cc1Cl (stereo not drawn)	-1	-10	-5
CN(Cc1ccc2c(c1)OCO2)C(=O)C1CCN(C2=NS(=O)(=O)c3ccccc32)CC1	-14	12	-6
Cc1nc2c(C(=O)N(Cc3nccn3C)C3CC3)cccc2[nH]1	-4	2	4

Following part
Under each structure – hcGAS inh | NPYLR7 ag | mcGAS inh
CN1CCN(C(=O)C2CCCN(C3CCN(C(=O)c4ccn[nH]4)CC3)C2)CC1 (stereo not drawn)
 : -9 | -2 | /
COc1ccc(F)c(CN2CCCC3(CCN(C(=O)c4cc(C)[nH]n4)C3)C2=O)c1 (stereo not drawn)
 : -2 | 4 | /
CCOC(=O)C1(Cc2ccc(OC)cc2)CCN(C(=O)CC2=CCCCC2)CC1
 : 0 | -8 | -4
COc1ccc(C(=O)N2CCN(c3ncccc3C(=O)NCc3cccs3)CC2)cc1F
 : -2 | 23 | -5

Assay outcomes as filed in PubChem BioAssay.

Rows were taken by chance; about 0.29% have a hit in one of these screens.
